DT40 TDP1 no CPT = qHTS for Inhibitors of human tyrosyl-DNA phosphodiesterase 1 (TDP1): qHTS in cells in absence of CPT; DT40 Tdp1-/- hTDP1 cells, no CPT, ATP luminescence, 48 h; Potency, µM (top dose mostly 46.2 µM), without a hit: top-dose activity change, negative = growth inhibition, most hits filed as inhibitors; 420,000 tested, 15% active; AID 686978, 2013; also: nearly all actives have a fitted effect of over 55% in size
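Stably hTDP1-transfected Tdp1-null chicken DT40 cells were treated with library compounds minus camptothecin and grown for at least 48 hr at 37 °C, after which cellular ATP was quantified by luminescence.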
KAT2A inh = blocks human GCN5L2 histone acetyltransferase; Potency, µM (top dose mostly 58.9 µM), inactives show at the top dose activity change, negative = inhibition, hits mostly inhibitors; 390,000 tested, 0.21% active; GCN5L2 HAT assay, ThioGlo1 CoA-SH fluorescence; Q92830
Target sequence (Q92830 whole entry, looked up): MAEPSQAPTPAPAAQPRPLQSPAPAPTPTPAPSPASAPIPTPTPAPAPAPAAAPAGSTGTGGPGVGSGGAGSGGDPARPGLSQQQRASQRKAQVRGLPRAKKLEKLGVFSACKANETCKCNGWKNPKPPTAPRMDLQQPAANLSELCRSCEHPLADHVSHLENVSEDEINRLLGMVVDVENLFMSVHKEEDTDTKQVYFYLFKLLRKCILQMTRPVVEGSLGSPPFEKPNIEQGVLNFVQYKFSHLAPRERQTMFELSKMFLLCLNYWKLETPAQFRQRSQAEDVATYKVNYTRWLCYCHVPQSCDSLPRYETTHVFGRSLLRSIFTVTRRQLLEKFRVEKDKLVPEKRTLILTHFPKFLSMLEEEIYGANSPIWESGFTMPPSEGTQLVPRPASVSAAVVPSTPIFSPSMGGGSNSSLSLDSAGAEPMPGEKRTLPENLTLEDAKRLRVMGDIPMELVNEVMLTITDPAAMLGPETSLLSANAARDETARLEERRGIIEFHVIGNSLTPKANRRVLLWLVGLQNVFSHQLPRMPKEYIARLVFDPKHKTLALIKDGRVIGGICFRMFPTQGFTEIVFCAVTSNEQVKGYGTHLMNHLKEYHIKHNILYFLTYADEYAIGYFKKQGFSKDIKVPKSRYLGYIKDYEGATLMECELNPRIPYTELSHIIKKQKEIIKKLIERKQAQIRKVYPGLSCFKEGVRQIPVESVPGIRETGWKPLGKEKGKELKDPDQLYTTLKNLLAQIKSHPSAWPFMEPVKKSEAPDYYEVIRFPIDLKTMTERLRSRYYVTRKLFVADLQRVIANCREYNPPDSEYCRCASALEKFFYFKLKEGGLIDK
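Fluorescence readout, Ex340nm/Em540nm: ThioGlo1 (50uM final) reacts with free CoA thiol released as 20nM GCN5L2 acetylates H3(1-25) peptide (75uM) using acetyl-CoA (70uM). Compound and enzyme sat 15 min beforehand; 20 min room-temperature reaction.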
TDP1 cell CPT = DT40-hTDP1 cell growth loss with CPT | Potency, µM (highest dose often 46.2 µM), without a hit: top-dose activity change, negative = growth inhibition, usual class: inhibitors | AID 686979 | chicken DT40 Tdp1-/-;hTDP1 cells + 20 nM CPT, ATP luminescence, 48 h | 420,000 tested, 12% active; also: nearly all actives have a fitted effect of over 55% in size
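Cell growth measured by CellTiter-Glo luminescence after a minimum 48 h, 37 C compound exposure with 20 nM CPT in Tdp1-knockout DT40 cells stably expressing hTDP1, seeded 400/well; qHTS titration format.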
The depositor's hits bear a star; ? = inconclusive; . = not tested or not shown; & = joins results of further samples. Calls follow the shape of the dose curve; as a rule, active = well fitted curve in the direction sought with a large enough effect; inconclusive = small, poorly fitted or top-dose-only effect, or another doubt; inactive = no such curve, though single readings can be large; an effect the other way counts as inactive or inconclusive. % is scaled to controls: 0 for no effect and ±100 for the full control effect; potency is read from the fitted curve at half-maximal effect. An excerpt (hit frequency here may not be typical).

Molecule	DT40 TDP1 no CPT	KAT2A inh	TDP1 cell CPT
Cc1nn2c(-c3cccc(NC(=O)c4ccccc4)c3)nnc2c2ccccc12	2.9µM*	2%	4.6µM*
O=C(c1cc(C(=O)N2CCCC2)cc([N+](=O)[O-])c1)N1CCCC1	7%	-2%	3%
N#Cc1cccc(S(=O)(=O)NCc2nnc3ccccn23)c1	3%	2%	-2%
Cc1ccccc1Nc1ncccc1C(=O)N1CCOCC1	-5%	-5%	5%
CCCCCCC(CC(=O)NCc1cccnc1)CC(=O)NCc1cccnc1	12%	-2%	3%
CCOc1ccc(C(=O)Nc2ccc(-c3nc4ccccc4s3)c(C)c2)cc1OCC	0%	1%	6%
Cc1cc(C)c2nc3nc(C)c(C)cc3c(N)c2c1	6.5µM*	-7%	8.2µM*
C=C(C)Cn1c(COc2ccccc2)nnc1SCC(=O)O	-13%	-9%	-4%
COc1ccc(CC(=O)NCc2cccc(Cl)c2)cc1S(=O)(=O)N1CCOCC1	?	.	-18%
Cc1c2cnccc2c(C)c2c1c1ccccc1n2CCOC(=O)c1ccccc1	11µM*	.	?
COc1ccc(/C=C2\CN(Cc3ccccc3)C/C(=C\c3ccc(OC)cc3)C2=O)cc1	16µM*	-5%	10µM*
CCOc1ccc(CCNC(=O)COC(=O)COc2ccc(C(C)=O)cc2)cc1OCC	?	6%	0%
Cc1ccccc1S(=O)(=O)Oc1cccc2c(O)cccc12	-4%	-19%	-12%
Cc1ccc(S(=O)(=O)N2CCCc3cc(NC(=O)c4ccc(Cl)cc4)ccc32)cc1	?	-22%	?
Cn1c(=O)c2c(nc(Cl)n2Cc2ccncc2)n(C)c1=O	1%	-1%	13%
CCC(C)NC(=O)c1cccc(C)c1 (centres undefined)	1%	1%	4%
Cc1ccc(S(=O)(=O)N2[C@@H](CO)CO[C@H]2CC(=O)c2cccs2)cc1	?	.	?
Cc1ccc(OCCNC(=O)c2cc(C(=O)NCCOc3ccc(C)cc3)cc([N+](=O)[O-])c2)cc1	?	-14%	?
CCO[C@H]1OC(C(=O)N2CCN(C)CC2)=C[C@@H](C(C)(C)C)[C@@H]1CCCO	20%	11%	-1%
CCCN(CC(=O)Nc1ccccc1OC)C(=O)c1ccccn1	-3%	3%	-1%
Cc1cccc(OCCCC(=O)Nc2ccc(Br)cc2)c1	-28%	-8%	-21%
Cn1c(=O)c2c(-c3cccc(Br)c3)n(CCO)cc2n(C)c1=O	?	-9%	?
CN(CCCCCCCCC(=O)/C=N/O)Cc1ccccc1	?	1%	-21%
CCCSc1nc2c(c(=O)[nH]1)C(c1ccc(O)c(OCC)c1)CC(=O)N2 (centres undefined)	-13%	-9%	-16%
CC12CCC(C(=O)N/N=C/c3ccc(O)cc3)(OC1=O)C2(C)C (centres undefined)	8%	-1%	-5%
Cc1ccc(C2=N/C(=C\c3c(C)nn(-c4ccccc4)c3N3CCCC3)C(=O)O2)cc1	1%	-4%	-3%
CCOc1ccc(CCNC(=O)CSc2nc3ncc(Cl)cc3[nH]2)cc1OCC	0%	0%	-26%
O=C(NCCNC(=O)C(c1ccccc1)c1ccccc1)c1ccco1	-11%	-2%	-1%
O=C(CCCn1c(=S)[nH]c2cc3c(cc2c1=O)OCO3)NCc1cccc(Cl)c1	?	-14%	?
CCOC(=O)NC(=O)COC(=O)c1cccc2ccccc12	-8%	2%	3%
CC(C)Cn1c(SCC(=O)c2c(N)n(C)c(=O)n(C)c2=O)nc2ccccc21	?	2%	?
CCCCNc1ncnc2oc(-c3ccco3)c(-c3ccco3)c12	6.3µM*	.	6.3µM*
COC(=O)C1=C(C(=O)OC)[C@]2([C@H]3CCCCN[C@@H](Cc4ccccc4)C(=O)N3Cc3ccccc3)C=C[C@H]1O2	6.5µM*	-10%	5.8µM*
CCn1cc(S(=O)(=O)c2ccc(OC)cc2)c(=O)c2cc(F)c(N3CCCCCC3)cc21	?	-2%	?
Cc1ccc(S(=O)(=O)N2C[C@H]3N(C(=O)OC(C)C)N(C(=O)OC(C)C)C[C@H](OC(=O)Nc4c(C)noc4C)[C@@]3(O)C2)cc1	?	.	?
O=C(Nc1cccn(Cc2ccccc2Cl)c1=O)NC1CCCCC1	?	-2%	?
COc1ccc(Cl)cc1S(=O)(=O)NCc1cccnc1	0%	-9%	-4%
CCc1c(C)sc(NC(=O)c2ccoc2C)c1C(N)=O	?	?	?
CC(=O)Nc1ccc(NC(=O)COC(=O)[C@@H]2CCCN2C(=O)c2cccs2)cc1	-23%	-1%	-28%
COc1ccc(/C=N/N=C/c2ccc(OC)c(OC)c2)cc1OC	-23%	-17%	-13%
CCC1(c2ccc(F)cc2)NC(=O)N(CC(=O)Nc2cccc(S(=O)(=O)N3CCCC3)c2)C1=O (centres undefined)	?	.	?
CC(=O)Nc1ccc(S(=O)(=O)NCc2ccc(C(=O)NCCN(C)Cc3ccccc3)cc2)cc1	-29%	.	-29%
COc1ccccc1OCc1ccc(C(=O)N2CCN3CCCC3C2)cc1 (centres undefined)	?	-1%	-24%
COc1cccc(/C=N\NC(=O)c2ccc(C)nc2)c1	0%	-5%	4%
c1ccc(CN2CCN(Cc3c[nH]c4ccccc34)CC2)cc1	10µM*	-17%	2.1µM*
Cc1ccc(S(=O)(=O)CCC(=O)N2CCN(c3ccccc3O)CC2)cc1	3%	-5%	-15%
CC(C)CCn1c(NCCc2ccccc2)nc2c1c(=O)n(C)c(=O)n2C	21µM*	-6%	13µM*
Cc1cccc(C)c1NC(=O)COC(=O)Cc1ccsc1	-92%	-1%	1%
Cc1c(C(=O)Nc2nnc(C3CC3)s2)oc2ccccc12	6%	-3%	-1%
CN(Cc1ccccc1)S(=O)(=O)c1ccc2c(c1)n(C)c(=O)n2C	-15%	-8%	?
CN(C)CCCc1cc(C(=O)Nc2ccc(-c3ccncc3)cc2)ccc1O	?	?	?
CCCC(C(=O)NC1CCCCC1)N(CC1CCCO1)C(=O)CNS(=O)(=O)c1ccc(F)cc1 (centres undefined)	?	3%	-24%
Cc1cc(C)c(S(=O)(=O)/N=C2\C=C(NS(=O)(=O)c3ccccc3)C(=O)c3ccccc32)c(C)c1	-18%	-13%	?
FC(F)C(F)(F)Oc1cccc(Nc2nccn3c(-c4ccc5ccccc5c4)cnc23)c1	23µM*	.	?
COCCNC(=S)N(CCc1c(C)[nH]c2ccc(F)cc12)Cc1ccc(C)cc1	18µM*	?	?
O=C(Nc1ccc2c(c1)OCCO2)C(CCc1ccccc1)N(Cc1ccccc1)Cc1ccccc1 (centres undefined)	?	.	?
Cc1cc(C)c(C#N)c(OCC(=O)c2ccccc2)n1	-8%	-2%	-8%
CC(Oc1ccc(F)cc1)C(=O)Nc1ccccc1N1CCCCC1 (centres undefined)	16µM*	-18%	?
CCOC(=O)C1CCCN(C(=O)COc2ccc(C(=O)c3ccccc3)cc2)C1 (centres undefined)	23µM*	-23%	23µM*
C[C@@H]1CN([C@H](C)CO)C(=O)c2cc(NS(=O)(=O)c3cn(C)cn3)ccc2O[C@H]1CN(C)C(=O)Nc1ccccc1	-22%	-3%	-5%

Continued:
Molecule	DT40 TDP1 no CPT	KAT2A inh	TDP1 cell CPT
O=C(C[C@@H]1C/C=C\C[C@H](Cc2ccc(F)cc2)C(=O)OC[C@H]2CCCN2C1=O)N[C@H](CO)Cc1ccccc1	15µM*	-1%	13µM*
O=C(Nc1ccnc(-c2ccncc2)n1)c1ccc(Cl)cc1	0%	1%	-20%
Cc1ccccc1Cn1c(-c2ccc(=O)[nH]c2)nc2ccccc21	?	-2%	-19%
CC(NS(=O)(=O)c1ccc(N)cc1)C1CC2CCC1C2 (centres undefined)	?	-1%	-10%
CCN(c1ccccc1)S(=O)(=O)c1ccc(N)cc1	-11%	-4%	-23%
COc1ccc(-c2nc(CNS(=O)(=O)c3ccc(Br)cc3)cs2)cc1	?	-1%	?
COc1ccc(NC(=O)c2ccc(-n3nc(C)cc3C)cc2)cc1OC	?	-3%	?
COc1ccc(CCn2c(=O)c3cccnc3n(CC(=O)Nc3ccc(C)c(F)c3)c2=O)cc1OC	21µM*	-3%	4.1µM*
CN/N=C/c1ccc(C#N)cc1	-3%	0%	-3%
COc1ccc(-c2cc(C(F)F)n3ncc(C(=O)NCCCN4CCCC4=O)c3n2)cc1	16µM*	-17%	?
O=C(Oc1ccccc1Cl)c1ccccc1	1%	.	-21%
CCN(CC)C(=O)C(Oc1ccc(C)nc1[N+](=O)[O-])c1ccccc1 (centres undefined)	?	-3%	-3%
CCOc1ccc2sc(NS(=O)(=O)c3ccc(OC)c(OC)c3)nc2c1	9%	.	-1%
CCn1cc(C(=O)NCc2ccc(C)cc2)c(=O)c2cc(S(=O)(=O)N(C)C3CCCCC3)ccc21	?	-13%	?
O=c1cc(Cl)[nH]n(-c2ccccc2)c1=O	5%	-6%	-2%
O=C(COC(=O)c1cncc(Br)c1)NCc1ccc(F)cc1	-12%	-4%	0%
CC1OC(C)(C)OC1C1CNc2nc(NC(=O)C(C)(C)C)[nH]c(=O)c2N1C(=O)c1cccnc1 (centres undefined)	-15%	-1%	-28%
CC(C)CNC(=O)CN1c2cccc3cccc(c23)S1(=O)=O	-2%	-4%	-13%
Cc1onc(-c2ccccc2)c1C(=O)N/N=C/c1cc2c(cc1Cl)OCO2	?	-3%	?
O=c1[nH]c(CSc2cccc[n+]2[O-])nc2ccccc12	?	-6%	10µM*
O=c1c(-c2ccc3c(c2)OCCO3)coc2cc(OC3OC(CO)C(O)C(O)C3O)ccc12 (centres undefined)	-14%	-15%	-1%
O=C(O)CNC(=O)CCn1nnc2ccccc2c1=O	?	2%	?
CC[C@@H]1C(c2ccc(F)cc2)=NN(c2ccc(Br)cc2)[C@H]1C(=O)N1CCOC1=O	?	-9%&-7%	?
CC(=O)Nc1cccc(-c2ccnc3c2CC(C)(C(=O)NCCc2ccccc2)O3)c1 (centres undefined)	4.6µM*	.	5.8µM*
CCCc1noc2c1/C(=N\O)CC(c1ccccc1)C2 (centres undefined)	?	-3%	-20%
Cc1cccc(N2CCN(C(=O)c3ccc(NC(=O)c4nsc5ccccc45)cc3)CC2)c1C	?	-3%	?
Cc1cccc(-n2c(SCC(=O)Nc3ccccc3Cl)nc3n[nH]c(C)c3c2=N)c1	21µM*	-13%	15µM*
COc1ccc(C(=O)NC(=S)NNC(=O)CCc2ccccc2)cc1	6.5µM*	-6%	8.2µM*
Cc1cc2c(cc1S(=O)(=O)N1CCC(C)CC1)OCC(=O)N2	?	-11%	-9%
OC(c1ccc(Cl)cc1)c1nnc(-c2ccccc2)o1 (centres undefined)	?	-5%	-17%
COCC#Cc1ccc2c(c1)O[C@@H](CN(C)S(=O)(=O)c1cccc(F)c1)[C@@H](C)CN([C@H](C)CO)S2(=O)=O	18µM*	.	?
O=C(NCc1ccncc1)Nc1cc(Cl)ccc1Cl	6%	-2%	-3%
CCOc1ccccc1CNC(=O)C1CCN(S(=O)(=O)c2c(C)noc2/C=C/c2ccccc2F)CC1	?	2%	-24%

Seven records picked at random from the list so far:
Molecule	DT40 TDP1 no CPT	KAT2A inh	TDP1 cell CPT
CC(C)CNC(=O)CN1c2cccc3cccc(c23)S1(=O)=O	-2%	-4%	-13%
O=C(COC(=O)c1cncc(Br)c1)NCc1ccc(F)cc1	-12%	-4%	0%
Cc1ccccc1Cn1c(-c2ccc(=O)[nH]c2)nc2ccccc21	?	-2%	-19%
CC(NS(=O)(=O)c1ccc(N)cc1)C1CC2CCC1C2 (centres undefined)	?	-1%	-10%
Cc1cccc(-n2c(SCC(=O)Nc3ccccc3Cl)nc3n[nH]c(C)c3c2=N)c1	21µM*	-13%	15µM*
CCn1cc(C(=O)NCc2ccc(C)cc2)c(=O)c2cc(S(=O)(=O)N(C)C3CCCCC3)ccc21	?	-13%	?
COc1ccc(-c2nc(CNS(=O)(=O)c3ccc(Br)cc3)cs2)cc1	?	-1%	?

Screening results: PubChem, National Center for Advancing Translational Sciences (NCATS)
